Compound activity deposited in PubChem by Sanford-Burnham Center for Chemical Genomics.
Siah-1 displacement: blockers of Siah-1 interaction with plectin peptide – biochemical, fluorescence polarization, rhodamine-plectin, uHTS, primary screen (AID 1817); 0.02% of 290,000 active; Siah-1 / rhodamine-plectin peptide fluorescence polarization; higher % means a stronger effect; displacement, % at 20 µM, or IC50 in µM where a hit was titrated;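 active means displacement of at least 50% at 20 µM, with a fluorescence ratio check between 0.3 and a set limit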;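 further: plate controls were Siah plus tracer with DMSO for no effect and tracer alone without Siah for full effect; strong numbers were not always called active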
KOR beta-arrestin-1: kappa opioid receptor activators – cell-based, luminescence, uHTS, primary screen (AID 1777) | KOR beta-arrestin recruitment, luminescence; higher % means a stronger effect | 0.02% of 280,000 active | activation, % at 10 µM, or EC50 in µM where a hit was titrated; in the data active means activation above about 50%, passing the limit was not always enough; further: a part of the inactive calls stands beside numbers as strong as those of hits
KOR beta-arrestin-2: kappa opioid receptor blockers – cell-based, luminescence, uHTS (AID 1778). KOR beta-arrestin recruitment, luminescence, antagonist mode; higher % means a stronger effect. inhibition, % at 10 µM, or IC50 in µM where a hit was titrated. 0.091% of 290,000 active; in the data active means inhibition above about 50%; further: strong numbers were not always called active
AID2073: disruptors of CaV2.2 binding to Mint1 – biochemical, HTRF (AID 2073) | HTRF protein-protein interaction, Mint1-CaV2.2; higher % means a stronger effect | one-dose inhibition, % at 20 µM; IC50 in µM for titrated hits | 0.19% of 290,000 active; in the data active means inhibition mostly above about 51%, no sharp cut-off; further: some results filed as inactive read as strong as hits
HIV peptide binding: cell-free HIV fusion peptide-binding blockers – biochemical, uHTS, fluorescence dequenching, primary screen (AID 1986); inhibition, % at 20 µM, or IC50 in µM where a hit was titrated; cell-free peptide binding, fluorescence dequenching, 30 min; higher % means a stronger effect; 0.3% of 290,000 active; in the data active means inhibition mostly above about 52%, no sharp cut-off; inactive means mostly below about 76%; further: some results filed as inactive read as strong as hits
GPR35 antagonists: GPR35 antagonists blocking zaprinast-driven arrestin recruitment, primary screen, imaging, U2OS, beta-arrestin-GFP, zaprinast agonist (AID 2058); U2OS GPR35 beta-arrestin-GFP translocation imaging, zaprinast antagonism; higher % means a stronger effect; inhibition, % at 10 µM, or IC50 in µM where a hit was titrated; 0.052% of 290,000 active;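 active means inhibition of at least 50% with at least 30 cells and total cytoplasm GFP at most 10,000,000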
GPR55 beta-arrestin: selective activators of receptor GPR55 – imaging, U2OS cells, beta-arrestin-GFP redistribution, primary screen (AID 1961); U2OS GPR55 beta-arrestin-GFP redistribution imaging; higher % means a stronger effect; one-dose activation, % at 10 µM; EC50 in µM for titrated hits; 0.048% of 290,000 active;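 active means activation above 40% with more than 50 cells counted in the well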;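 further: U2OS osteosarcoma cells stably expressing GPR55 and beta-arrestin-GFP; plate controls were DMSO negative control for no effect and LPI positive control for full effect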
NOD1 NF-kB reporter: inhibition of NOD1-driven NF-kB reporter – cell-based, luminescence, uHTS, primary screen (AID 1578); NOD1-driven NF-kB luciferase reporter cells, luminescence; higher % means a stronger effect; 1% of 290,000 active; inhibition, % at 4 µM, or EC50 in µM where a hit was titrated; in the data active means inhibition mostly above about 36%, no sharp cut-off; inactive means mostly below about 34%;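 further: HEK-293T reporter cells stimulated with the NOD1 agonist gamma-tri-DAP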
GPR55 LPI antagonism: GPR55 antagonists blocking LPI-driven arrestin recruitment, primary screen, imaging, U2OS, beta-arrestin-GFP, LPI agonist (AID 2013) | U2OS GPR55 beta-arrestin-GFP translocation imaging, LPI antagonism; higher % means a stronger effect | inhibition, % at 10 µM; hits with a dose series show IC50 in µM | 0.13% of 290,000 active;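 active means spots per cell inhibited over 60%, with over 100 cells counted and total cytoplasm intensity under 500,000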;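 further: U2OS cells stably carrying GPR55 and arrestin-GFP stimulated by 5 µM LPI near EC80; imaged beta-arrestin-GFP aggregate spots per cell after agonist stimulation; plate controls were LPI-stimulated DMSO wells for no effect and DMSO wells without LPI for full effect; some results filed as inactive read as strong as hits; confirmed hits need IC50 under 10 µM and bright autofluorescent wells are also inconclusive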
* hit, by the source's call; nt = not tested or not shown. Not all compounds are listed, so the mix of outcomes need not match the whole.

SMILES | Siah-1 displacement | KOR beta-arrestin-1 | KOR beta-arrestin-2 | AID2073 | HIV peptide binding | GPR35 antagonists | GPR55 beta-arrestin | NOD1 NF-kB reporter | GPR55 LPI antagonism
CC(C)COCC1CC2(CC(C)C(=O)CC2=O)C(=O)O1 (configuration not stated) | -1% | 7.4% | 26% | -2% | 1.8% | -7% | 0.0% | 20% | 3%
Cc1nc(C)c(C(=O)N2CCCC(C(=O)c3ccc4ccccc4c3)C2)s1 (configuration not stated) | 3% | 0.8% | -4% | 6% | 2.7% | -14% | 0.3% | 13% | 6%
CC1CCN(C(=O)C2CCN(S(=O)(=O)c3cccs3)CC2)CC1 | 2% | -0.4% | -16% | 2% | -0.3% | 6% | 0.2% | -19% | -4%
COc1ccc(-c2nc3ccccc3c(C(=O)Nc3ccc(S(=O)(=O)Nc4cc(C)on4)cc3)c2C)cc1 | 2% | 0.7% | -31% | 7% | 24% | 3% | -0.1% | 22% | -22%
Cc1ccc(C(=O)N2CCN(c3ccccc3Cl)CC2)cc1[N+](=O)[O-] | -2% | 7.4% | 12% | 8% | -2.2% | 5% | 0.1% | 5% | 2%
CCCn1c(SCC(=O)c2ccc3c(c2)NC(=O)CO3)nc2ccccc21 | 0% | 1.0% | -19% | -4% | 0.0% | -8% | 0.7% | 4% | -10%
CC(Sc1ccccc1)C(=O)Nc1cccc(N(C)S(C)(=O)=O)c1 (configuration not stated) | 0% | 1.1% | -14% | -2% | -0.5% | -9% | 0.2% | -2% | 1%
CCOc1ccc(C(=O)/C=C/Nc2ccc(S(=O)(=O)Nc3cc(C)nc(C)n3)cc2)cc1 | 4% | 12% | -49% | 29% | 0.3% | 16% | -0.4% | -19% | -13%
O=C1c2ccccc2C(O)N1Cc1ccco1 (configuration not stated) | 0% | -5.4% | 8% | -1% | 1.6% | -12% | -0.3% | -7% | 4%
CNC(=O)CN(Cc1ccccc1)S(=O)(=O)c1ccc(Cl)cc1 | -2% | -0.8% | 4% | 8% | -1.9% | 0% | -0.1% | -31% | 0%
CC(C(=O)O/N=C(\N)c1cccnc1)c1ccc([N+](=O)[O-])cc1 (configuration not stated) | 8% | -4.7% | 15% | -7% | -1.4% | -14% | 1.1% | -18% | 17%
COC(=O)c1cccc(C(=O)N2CCCC(CNC(=O)c3ccccc3Cl)C2)c1 (configuration not stated) | -2% | 2.1% | 13% | -5% | -1.8% | -2% | 0.3% | -3% | -7%
COC(=O)[C@H](C)NC(=O)Nc1cccc(Br)c1 | -1% | nt | -7% | 1% | -1.9% | 0% | -0.1% | -4% | -12%
O=C(Cn1c(=O)n(CCCCC(=O)NC2CCCC2)c(=O)c2ccccc21)NCCC1=CCCCC1 | -5% | -1.1% | 19% | -10% | -1.1% | -6% | -2.3% | 10% | 6%
Cn1c(=O)[nH]c(=O)c2c1nc(NCCCn1ccnc1)n2Cc1cccc(Br)c1 | -2% | -5.8% | -4% | 10% | 1.4% | 4% | -0.3% | -20% | 8%
CN(C)C(=O)/C(=C\c1cccc(Oc2ccccc2)c1)NC(=O)c1ccccc1 | 1% | -6.2% | 16% | 1% | 1.1% | -2% | 0.2% | -12% | -6%
O=C(NC(=S)Nc1ccc(N2CCCCC2)cc1)c1ccco1 | 2% | -0.7% | -11% | -19% | -1.0% | -2% | 0.2% | -30% | 14%
CN1CCN(CC(=O)NC2CCCCC2)CC1 | -3% | 2.3% | -41% | -2% | 1.3% | -6% | -0.2% | 9% | -5%
COc1ccccc1CCN1CCCC(CN(C)C(=O)CCC(=O)N(C)C)C1 (configuration not stated) | -3% | -2.4% | -36% | 3% | 2.9% | 6% | -0.3% | -5% | -1%
CC(NC(=O)CCNC(=O)c1ccccc1Cl)C1CC2CCC1C2 (configuration not stated) | 12% | 1.8% | -8% | -4% | 0.8% | 3% | 0.0% | -2% | 2%
Cc1ccc(O)c(C2=Nc3ccccc3N=C(c3cccc([N+](=O)[O-])c3)C2)c1 | -3% | 4.0% | -35% | 29% | -0.2% | -1% | 0.5% | -26% | 1%
CCOC(=O)c1[nH]c(C)c(C(=O)NCc2cccnc2)c1C | -4% | 3.6% | -22% | -4% | -1.8% | 6% | 0.2% | 0% | -10%
COC(=O)C1=C(C)NC(C)=C(C(=O)OC)C1c1ccc2ccccc2n1 | 1% | 0.7% | -5% | -1% | 1.4% | -18% | -0.1% | -23% | 4%
CC1CN(c2ccc(NC(=S)Nc3ccc(N4CC(C)OC(C)C4)cc3)cc2)CC(C)O1 (configuration not stated) | -4% | -1.6% | -10% | 24% | -2.2% | 5% | 1.4% | 4% | -9%
COc1ccc(Nc2nc(N)c([N+](=O)[O-])c(N3CCOCC3)n2)cc1 | -4% | 3.3% | 9% | -2% | -1.0% | 12% | -0.1% | 0% | 8%
c1ccc(SSc2ccccc2)cc1 | -2% | -1.8% | 14% | -15% | 0.6% | 0% | 0.5% | -5% | 1%
CCOC(=O)C(C)NC(=O)CCc1nnc2ccc(N3CCCCC3)nn12 (configuration not stated) | 5% | -8.4% | 1% | 0% | -0.8% | 1% | 0.0% | -2% | 8%
COCCN(C(=O)Cc1cccs1)C(C(=O)NCc1ccc(OC)cc1)c1ccc(C(C)C)cc1 (configuration not stated) | -2% | -3.6% | -4% | 4% | -0.9% | 8% | -0.3% | -22% | 15%
CCOc1ccc(N2CC(C(=O)Nc3ccccc3C(=O)N3CCOCC3)CC2=O)cc1 (configuration not stated) | 6% | -2.8% | -10% | 8% | -0.3% | -3% | -0.2% | -7% | 2%
COC(=O)c1ccc(CN2C(=O)NC(Cc3c[nH]c4ccccc34)C2=O)cc1 (configuration not stated) | 7% | 2.4% | 4% | 0% | -1.7% | 3% | -0.1% | -22% | 0%

In a second layout: 4 of the compounds above.
SMILES	Siah-1 displacement	KOR beta-arrestin-1	KOR beta-arrestin-2	AID2073	HIV peptide binding	GPR35 antagonists	GPR55 beta-arrestin	NOD1 NF-kB reporter	GPR55 LPI antagonism
CCOC(=O)C(C)NC(=O)CCc1nnc2ccc(N3CCCCC3)nn12 (configuration not stated)	5%	-8.4%	1%	0%	-0.8%	1%	0.0%	-2%	8%
COCCN(C(=O)Cc1cccs1)C(C(=O)NCc1ccc(OC)cc1)c1ccc(C(C)C)cc1 (configuration not stated)	-2%	-3.6%	-4%	4%	-0.9%	8%	-0.3%	-22%	15%
CCOc1ccc(N2CC(C(=O)Nc3ccccc3C(=O)N3CCOCC3)CC2=O)cc1 (configuration not stated)	6%	-2.8%	-10%	8%	-0.3%	-3%	-0.2%	-7%	2%
COC(=O)c1ccc(CN2C(=O)NC(Cc3c[nH]c4ccccc34)C2=O)cc1 (configuration not stated)	7%	2.4%	4%	0%	-1.7%	3%	-0.1%	-22%	0%

The results go on.
SMILES | Siah-1 displacement | KOR beta-arrestin-1 | KOR beta-arrestin-2 | AID2073 | HIV peptide binding | GPR35 antagonists | GPR55 beta-arrestin | NOD1 NF-kB reporter | GPR55 LPI antagonism
Cc1cc(-c2csc(N)n2)c(C)n1-c1ccc(Cl)c(Cl)c1 | 11% | 4.8% | -5% | 16% | 38% | -8% | -0.3% | -25% | 9%
Cc1cc([N+](=O)[O-])nn1CCCC(=O)Nc1ccc2c(c1)OCO2 | -6% | 1.7% | -34% | 14% | -2.9% | 24% | -0.2% | 23% | -5%
CSc1nc(-c2ccccc2)nn1C(=O)c1ccc(Cl)cc1 | 2% | 2.0% | -22% | 11% | -2.9% | 9% | -0.1% | 5% | -8%
CC(=O)OCc1cc(-c2nc3ccccc3[nH]c2=O)nn1-c1ccc(Cl)cc1 | 8% | 3.8% | 14% | 21% | 2.3% | 13% | -0.1% | -10% | 9%
O=C(COc1ccccc1[N+](=O)[O-])N1CCN(C(=O)c2ccco2)CC1 | 1% | 1.5% | 12% | 4% | -1.2% | 16% | -0.1% | -5% | 11%
Clc1ccc(NCc2ccsc2)cc1 | -4% | 2.7% | -32% | -4% | -0.5% | -5% | -0.1% | -13% | -3%
C=CCN(CC=C)CC(O)Cn1c2ccccc2c2ccccc21 (configuration not stated) | -12% | -2.7% | -24% | -32% | 0.3% | 12% | -0.1% | 2% | 14%
CCOc1ccc(-c2cc(C(=O)NN)[nH]n2)cc1 | 2% | 2.2% | 13% | -2% | -2.0% | -2% | -0.3% | -24% | -3%
CCOc1ccc(C2=Nn3c(nnc3-c3cccnc3)SC2)cc1 | 4% | -7.2% | 5% | 2% | 8.5% | -5% | 0.2% | -24% | 0%
Cc1ccc2[nH]c(C(=O)N3CCN(C=O)CC3)cc2c1 | 1% | 16% | -19% | 17% | -0.7% | 17% | -0.2% | -30% | 10%
COc1ccc(-c2c(C(F)(F)F)nn(C)c2NC(=O)c2cccnc2)cc1 | 6% | 1.8% | 30% | 5% | -1.1% | -11% | 0.3% | 4% | 9%
CCOC(=O)C(Oc1ccc2c(-c3ccc(OC)cc3)cc(=O)oc2c1C)c1ccccc1 (configuration not stated) | 2% | 1.6% | 2% | -2% | 0.4% | -6% | -0.1% | 10% | 9%
COc1ccc(CNC(=O)CCn2cccc2)cc1 | -2% | nt | 14% | -2% | -1.7% | 6% | -0.1% | -2% | -4%
CC1=Cc2ccccc2C(C#N)N1C(=O)c1ccccc1 (configuration not stated) | -1% | 5.8% | 1% | -2% | 0.7% | -1% | 0.4% | 31% | -3%
CN(C)S(=O)(=O)c1cccc(COC(=O)c2cnccn2)c1 | 7% | -2.0% | 12% | 5% | -0.4% | 0% | -0.1% | -23% | -4%
CN(C(=O)CSc1nnc(-c2ccncc2)n1-c1ccccc1)C1CCS(=O)(=O)C1 (configuration not stated) | -1% | 4.7% | 5% | -2% | -0.6% | -14% | -0.1% | -10% | 0%
COC(=O)c1ccc(NC(=O)Nc2ccc(F)cc2F)cc1 | 1% | 2.8% | -29% | -6% | -0.3% | -12% | 0.2% | -2% | -12%
COC(=O)c1c(NC(=O)CSc2ccccc2N)sc(C)c1C | 7% | -2.6% | 0% | -2% | -0.6% | 3% | -0.3% | -23% | 6%
O=C(Nc1ccc(C(F)(F)F)cc1)C1CCN(c2cnccn2)CC1 | -2% | 4.3% | -16% | 16% | -1.2% | -8% | -0.2% | -22% | 11%
S=C(NCCCc1ccccc1)NC1CCCCC1 | 0% | 2.4% | -5% | 2% | -2.4% | 9% | -0.1% | 5% | 7%
Cc1c(C(=O)N2CCOCC2)sc2ncn(CC(=O)N3CCC(C)CC3)c(=O)c12 | 3% | -3.1% | 19% | -5% | -1.1% | -4% | -0.1% | -13% | 5%
COCCNC(=O)c1ccc(CS(=O)(=O)c2ccc(C)cc2)o1 | 3% | -4.7% | 14% | 8% | -1.6% | 13% | -0.1% | 8% | 3%
O=c1c2c(nc3n1CCCCC3)-c1ccccc1CC21CCCCC1 | 2% | 1.8% | 30% | 15% | 2.7% | 5% | 0.5% | -15% | 31%
CCOC(=O)c1c(-c2ccccc2)csc1NC(=S)NC | 5% | 1.1% | 5% | -13% | -1.6% | -5% | 0.1% | -14% | 13%
Cc1cc(NC(=O)C(C)C)ncc1NC(=O)Cc1ccccc1 | 3% | -2.7% | -28% | 6% | 0.4% | -3% | -0.2% | -4% | -1%
